# EPAC2 antagonist: qHTS for Antagonist of cAMP-regulated guanine nucleotide exchange factor 2 (EPAC2): primary screen. EPAC2 GEF exchange of Rap1B-BODIPY-GDP, fluorescence. Potency, µM (titrated, usually from 114 µM), for the others: top-dose activity, negative = inhibition, usual class: inhibitors. actives 0.18% (n = 360,000). AID 720708, 2013; further: potency means the concentration at half of the fitted maximal effect; on the % scale 0 is the no-effect control and ±100 the full control effect; nearly all actives have a fitted effect of over 45% in size; many of its hits are not listed in these tables
# PLK1 PBD inh: qHTS for Inhibitors of PLK1-PDB (polo-like kinase 1 - polo-box domain): Primary Screen; Serine/threonine-protein kinase PLK1 (Homo sapiens), P53350; Plk1 PBD binding of FITC phosphopeptide, fluorescence polarization; Potency, µM, for the others: max response, negative = inhibition, actives largely listed as inhibitors; actives 2.8% (n = 360,000); AID 720504, 2013; further: potency means the concentration at half of the fitted maximal effect; series mostly up to about 57 µM; on the % scale 0 is the no-effect control and ±100 the full control effect; nearly all actives have a fitted effect of over 65% in size
# EPAC1 antag: qHTS for Antagonist of cAMP-regulated guanine nucleotide exchange factor 3 (EPAC1): primary screen; Rap guanine nucleotide exchange factor 3 (Homo sapiens), O95398; EPAC1 GEF assay, Rap1b-BODIPY-GDP exchange fluorescence; Potency, µM (highest dose often 115 µM), without a hit: at the highest dose activity change, negative = inhibition, hits mostly inhibitors; actives 0.14% (n = 360,000); AID 720709, 2013;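 further: potency means the concentration at half of the fitted maximal effect; plate controls were vehicle for no effect and positive control for full effect; nearly all actives have a fitted effect of over 50% in size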
# Target sequence (O95398 whole entry, looked up): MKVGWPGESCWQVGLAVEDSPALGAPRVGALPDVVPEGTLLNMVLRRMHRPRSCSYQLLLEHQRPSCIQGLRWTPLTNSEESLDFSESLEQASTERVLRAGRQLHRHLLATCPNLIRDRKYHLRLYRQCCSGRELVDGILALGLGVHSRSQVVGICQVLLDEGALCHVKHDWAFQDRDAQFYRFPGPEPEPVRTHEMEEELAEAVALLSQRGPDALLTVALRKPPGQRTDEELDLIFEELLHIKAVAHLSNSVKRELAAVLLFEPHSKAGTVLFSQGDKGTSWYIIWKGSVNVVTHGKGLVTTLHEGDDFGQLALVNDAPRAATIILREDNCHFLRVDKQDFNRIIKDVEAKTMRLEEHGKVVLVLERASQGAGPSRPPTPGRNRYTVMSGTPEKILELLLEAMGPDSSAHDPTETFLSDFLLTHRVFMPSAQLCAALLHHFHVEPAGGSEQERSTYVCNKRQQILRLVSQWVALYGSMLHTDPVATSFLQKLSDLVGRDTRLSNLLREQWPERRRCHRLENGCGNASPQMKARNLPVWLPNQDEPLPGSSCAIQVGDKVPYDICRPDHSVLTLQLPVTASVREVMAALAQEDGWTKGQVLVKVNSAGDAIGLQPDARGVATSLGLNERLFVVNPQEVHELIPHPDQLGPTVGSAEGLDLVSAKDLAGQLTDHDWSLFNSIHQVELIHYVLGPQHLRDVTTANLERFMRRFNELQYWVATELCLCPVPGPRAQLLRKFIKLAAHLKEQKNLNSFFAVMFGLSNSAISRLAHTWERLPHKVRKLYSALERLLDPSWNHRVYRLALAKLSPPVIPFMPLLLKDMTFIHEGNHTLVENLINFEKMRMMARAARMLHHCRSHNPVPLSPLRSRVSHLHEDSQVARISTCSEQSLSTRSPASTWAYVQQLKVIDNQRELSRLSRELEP
# CCT modulator: High-Throughput Screening for Modulators of Cytosolic Chaperonin Activity. purified chaperonin ATPase assay, HTRF ADP detection, 30 min. activity change, % (test concentration not listed), hits read low. actives 0.3% (n = 360,000); in the data active means activity change below about -30%; further: on the % scale 0 is the no-effect control and ±100 the full control effect
#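 TRiC (40 or 20 nM final, by batch activity) in 30 mM Tris pH 7.4, 100 mM KCl, 5 mM MgCl2, 1 mM DTT was treated with compound at 76 uM single dose, then 10 uM ATP, 30 min at 37 °C. ADP was read by HTRF Transcreener.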
# Mm-Cpn inhibitor: Inhibitors of TCP-1 ring complex (TRiC) of Methanococcus maripaludis (MmCpn): qHTS; Chaperonin Mm-Cpn (Methanococcus maripaludis); purified Mm-Cpn ATPase, ADP Transcreener TR-FRET; Potency, µM (top dose mostly 76.9 µM), for the others: at the top dose activity, negative = inhibition, usual class: inhibitors; actives 0.031% (n = 330,000); AID 504842, 2011; further: potency means the concentration at half of the fitted maximal effect; on the % scale 0 is the no-effect control and ±100 the full control effect; nearly all actives have a fitted effect of over 80% in size
#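 ATP (10 uM final) was added to archaeal chaperonin (25 nM final) after 10 min exposure to test compound at 37°C; after 30 min further incubation, ADP was detected by competitive TR-FRET.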
# EPAC1 ag: qHTS for Agonist of cAMP-regulated guanine nucleotide exchange factor 3 (EPAC1): primary screen. Rap guanine nucleotide exchange factor 3 (Homo sapiens), O95398. EPAC1 agonist qHTS, biochemical assay; response scale: 100% = response to 6.5 mM cAMP. Potency, µM (highest dose often 154 µM), for inactives: top-dose activation, usual class: activators. actives 0.073% (n = 360,000). AID 720707, 2013; further: potency means the concentration at half of the fitted maximal effect; nearly all actives have a fitted effect of over 60% in size
#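 Nucleotide exchange assay: 100 nM EPAC1 with 250 nM Rap1B loaded with BODIPY-GDP and 50 uM GDP, room temperature. Fluorescence (480/540 nm) read every 5 min for 30 min; signal change normalized to 6.5 mM cAMP as full agonist.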
# PI5P4K alpha inh: qHTS for Inhibitors of phosphatidylinositol 5-phosphate 4-kinase (PI5P4K). actives 1.2% (n = 330,000). PI5P4Kalpha enzyme, ADP-Glo luminescence, 60 min; active compounds read low. Phosphatidylinositol 5-phosphate 4-kinase type-2 alpha (Homo sapiens), P48426. max response, %; active means max response of -50% or lower; inconclusive means between -30% and -50%; inactive means -30% or higher; further: value at the top dose of about 77 µM; on the % scale 0 is the no-effect control and ±100 the full control effect
#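 qHTS, 1536-well: enzyme/substrate mix, compound by pin tool, 5 microM ATP final; RT 60 min; ADP-Glo reagents 1 (45 min) then 2 (30 min); luminescence.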
# WRN inhibitor: qHTS for Inhibitors of WRN Helicase. actives 0.46% (n = 360,000). WRN helicase unwinding, fluorescent forked duplex, kinetic. Potency, µM (highest dose often 114 µM), for the others: at the top dose activity change, negative = inhibition, actives largely listed as inhibitors. Bifunctional 3'-5' exonuclease/ATP-dependent helicase WRN (Homo sapiens), Q14191; further: potency means the concentration at half of the fitted maximal effect; on the % scale 0 is the no-effect control and ±100 the full control effect; nearly all actives have a fitted effect of over 55% in size
#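 WRN at 20 nM final was preincubated with compound for 15 min at room temperature; reaction started with 100 nM forked duplex oligonucleotide carrying fluorophore and quencher plus 2 mM ATP (final). Unwinding followed kinetically by red fluorescence (ex 525/em 598 nm).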
# * marks the source's active call; other numbers are inactive results; ? = inconclusive; . = not tested or not shown; [ ] = remark or other dose. Unless noted, the call rests on the fitted dose curve; in most records, active means well fitted curve in the direction sought with a large enough effect; inconclusive means small, poorly fitted or top-dose-only effect, or another doubt; inactive means no such curve, though single readings can be large; an effect the other way counts as inactive or inconclusive.
SMILES,EPAC2 antagonist,PLK1 PBD inh,EPAC1 antag,CCT modulator,Mm-Cpn inhibitor,EPAC1 ag,PI5P4K alpha inh,WRN inhibitor
CCOC(=O)N1CCC(NC(=O)Cn2cccc2C(=O)c2ccccc2)CC1,-6%,-10%,-8%,-3.2,-1%,5%,3,0%
O=C(NNc1cc(Cl)ccc1Cl)c1c(F)cccc1Cl,-8%,-6%,16%,-2.1,-1%,-2%,0,-10%
CCC(=O)N1c2ccc(S(=O)(=O)N3CCN(C)CC3)cc2CC1C (stereo not given),-12%,-16%,-17%,-3.1,2%,2%,6,6%
O=[N+]([O-])c1cc(Br)c(O)c(/C=N/Nc2nnnn2-c2cccc3ccccc23)c1,-16%,13µM*,?,-2.2,3%,-1%,.,?
Cc1nc2ccccn2c(=O)c1NC(=O)c1cccs1,-2%,-2%,-13%,2.4,-1%,0%,7,-10%
CCOc1ccc(S(=O)(=O)N2Cc3ccccc3CC2C(=O)O)cc1 (stereo not given),12%,?,-11%,-0.3,0%,-20%,2,0%
CCc1nc(SCC(N)=O)c2c(=O)n(C)c(=O)n(C)c2n1,2%,2%,17%,0.8,0%,-5%,-2,0%
CN(C)C(CNC(=O)CCc1nc2cc(Cl)ccc2n(Cc2ccccc2)c1=O)c1ccccc1 (stereo not given),-9%,-3%,-6%,4.4,-4%,-9%,3,-4%
CCCCn1c(N)c(N(CC(C)C)C(=O)c2oc3ccc(OC)cc3c2C)c(=O)[nH]c1=O,-1%,-14%,5%,1.4,-2%,3%,-19,-13%
COc1ccccc1N1CCN(C(=O)c2ccc(NS(=O)(=O)c3ccc(C)cc3)cc2)CC1,-3%,-12%,-20%,-0.1,2%,8%,-3,0%
C[C@@H](OC(=O)c1[nH]cnc1C(=O)N1CCN(C(=O)OC(C)(C)C)CC1)c1ccccc1,1%,0%,7%,2.6,-1%,-28%,3,5%
Cc1occc1-c1nnc(SCC(=O)O)n1-c1ccccc1,4%,2%,-7%,0.1,-25%,3%,-4,3%
O=C(CNS(=O)(=O)c1ccccc1F)OCC(=O)c1c[nH]c2ccccc12,-1%,1%,2%,1.9,1%,10%,-1,6%
CCCCn1nnc(NC(=O)COc2cc(C)ccc2C(C)C)n1,-2%,-2%,?,0.9,1%,0%,4,-4%
CNC(=O)/C(=C\c1cccc(Oc2ccccc2)c1)NC(=O)c1ccccc1,2%,-13%,3%,-2.3,0%,3%,4,-6%
CCOP(=O)(OCC)c1nc(-c2ccc(Br)cc2)oc1N1CCCCC1,-24%,-9%,-1%,-2.0,-2%,-14%,0,-9%
CS(=O)(=O)N1CCC(C(=O)Nc2ccc(Cl)c(Cl)c2)CC1,-6%,-19%,-4%,-6.8,-5%,5%,2,?
CCCCCN(C(=O)CCC(=O)OCCOc1ccc(OC)cc1)c1c(N)n(CCCC)c(=O)[nH]c1=O,-5%,-8%,1%,-2.7,-6%,-16%,2,-7%
C=CCOc1cccc(C(=O)N2CCC(CCC(=O)NC3CC3)CC2)c1,8%,-9%,-25%,-0.9,0%,-1%,2,8%
COc1ccc(C)cc1NC(=O)c1ccc(NS(=O)(=O)c2c(C)noc2C)cc1,-9%,-1%,-10%,1.3,1%,0%,1,-8%
CCS(=O)(=O)N1CCC(C(=O)NCc2ccccc2OC)CC1,5%,2%,11%,3.8,1%,4%,.,-3%[57.1 µM]
Cc1cccc(N(C2C=CS(=O)(=O)C2)S(=O)(=O)c2ccccc2)c1 (stereo not given),-1%,-5%,0%,-2.5,0%,-1%,-3,1%[57.1 µM]
COc1ccccc1N1CCN(C(=O)CCCCCn2c(=O)[nH]c3ccsc3c2=O)CC1,2%,1%,13%,-1.5,-7%,4%,1,-8%
Cc1ccc(NC(=O)C2CCCN(c3ncccn3)C2)cc1F (stereo not given),-3%,-10%,-8%,-1.1,1%,12%,.,5%
COc1cc(NS(=O)(=O)c2ccc(F)cc2)c(C(=O)O)cc1OC,3%,-4%,6%,0.3,1%,-4%,-2,-2%
CCc1nc2ccc(C(=O)NCCCn3ccnc3)cn2c1N(C)Cc1ccc(N(C)C)cc1,11%,6%,10%,0.0,.,-6%,3,5%
O=C(/C=C/c1c(F)cccc1Cl)N1CCOCC1,11%,-9%,3%,-1.3,1%,0%,-30,5%
Cc1noc(C)c1COC(=O)CCc1nc2ccccc2c(=O)[nH]1,1%,-2%,-2%,-1.7,-2%,5%,3,12%
Cc1ccc(S(=O)(=O)NCCCNC(=O)c2ccccc2)cc1,10%,-1%,10%,-0.5,0%,3%,.,4%
Cc1ccccc1N1CCN(C2CCCN(C(=O)c3ccc(Cl)s3)C2)CC1 (stereo not given),-5%,2%,2%,-0.1,0%,-2%,2,-7%
O=C(NNC(=O)c1cc(OCC(F)(F)F)ccc1OCC(F)(F)F)c1cccc(C(F)(F)F)c1,-13%,-5%,-25%,-3.4,-8%,-17%,2,-27%
CCOC(=O)c1c(C)[nH]c(C)c1C(=O)COC(=O)Cc1ccc(OC)c(OC)c1,2%,-1%,-8%,0.6,-2%,-9%,2,-2%
O=C(O)c1ccccc1N=Nc1c(O)[nH]c2ccc([N+](=O)[O-])cc12,-6%,?,-9%,-0.4,-3%,-1%,-26,?
NCCCC[C@@H]1NC(=O)c2cc([N+](=O)[O-])cc(I)c2SC[C@@H](C(N)=O)NC(=O)[C@H](Cc2ccc(O)cc2)NC1=O,-11%,?,5%,1.4,-1%,-8%,?,-4%
CCCC(C)NC(=O)/C=C/c1cccc([N+](=O)[O-])c1 (stereo not given),-4%,0%,-2%,1.9,0%,10%,8,-12%
CCN(CC)c1nc(Oc2ccc(C(=O)OC)cc2)nc(N2CCOCC2)n1,-10%,-1%,-5%,-1.1,2%,-6%,-4,-6%
COc1cc(C(c2sc3nc(C)nn3c2O)N2CCc3ccccc3C2)cc(OC)c1OC (stereo not given),-7%,-11%,0%,0.7,1%,-8%,6,-2%
Cc1ccc(NC(=O)N2CCCC2C(=O)Nc2ccc3c(c2)OCO3)cc1 (stereo not given),11%,4%,4%,-2.4,1%,7%,-3,-5%[57.1 µM]
O=C(c1ccccc1)c1ccccc1C(=O)N1CCOCC1,-4%,1%,-10%,0.9,0%,7%,.,-8%
Cc1cc2nc(-c3ccc(C#N)cc3)c(Cc3ccsc3)n2c(C)c1Br,4%,-20%,3%,0.4,.,6%,-5,-1%
COc1ccccc1NC(=O)C(=O)NNS(=O)(=O)c1ccc2ccccc2c1,-2%,-19%,-13%,-1.0,-1%,-5%,-3,4%
COC(=O)c1ccc(COC(=O)c2ccc(SC)cc2OC)cc1,0%,27µM*,-6%,-0.7,-1%,1%,0,-4%
Cc1noc(N)c1C(=O)Nc1ccc(C(C)(C)C)cc1,-27%,-4%,-12%,0.5,-1%,-1%,-2,-10%
Cc1ccc(S(=O)(=O)N2CCC(C(=O)Nc3cccnc3)CC2)cc1,2%,-11%,4%,-0.2,2%,2%,-1,-4%
O=C(c1ccc([N+](=O)[O-])cc1)N1CCN(Cc2ccccc2[N+](=O)[O-])CC1,1%,-16%,-25%,-3.5,2%,5%,-12,1%

# A draw from above in order of molar mass, rising:
SMILES,EPAC2 antagonist,PLK1 PBD inh,EPAC1 antag,CCT modulator,Mm-Cpn inhibitor,EPAC1 ag,PI5P4K alpha inh,WRN inhibitor
O=C(O)c1ccccc1N=Nc1c(O)[nH]c2ccc([N+](=O)[O-])cc12,-6%,?,-9%,-0.4,-3%,-1%,-26,?
Cc1ccc(S(=O)(=O)N2CCC(C(=O)Nc3cccnc3)CC2)cc1,2%,-11%,4%,-0.2,2%,2%,-1,-4%
Cc1ccc(NC(=O)N2CCCC2C(=O)Nc2ccc3c(c2)OCO3)cc1 (stereo not given),11%,4%,4%,-2.4,1%,7%,-3,-5%[57.1 µM]

# Next records
SMILES,EPAC2 antagonist,PLK1 PBD inh,EPAC1 antag,CCT modulator,Mm-Cpn inhibitor,EPAC1 ag,PI5P4K alpha inh,WRN inhibitor
C1=CN2CCC1C(c1ccccc1)C2 (stereo not given),5%,-9%,7%,0.4,-2%,-3%,6,-6%[57.1 µM]
CCc1nc2sc3ccccc3c(=O)c2c(=O)n1Cc1ccco1,-12%,?,?,0.3,0%,3%,-68*,56µM*
CC(C)OCCCNC(=O)Nc1cccc2ccccc12,-16%,4%,-19%,-2.1,-1%,3%,-2,-2%
N#Cc1ccc(-c2ccc(C3Nc4ccccc4C(=O)N3O)o2)cc1 (stereo not given),-7%,.,-2%,.,0%,-18%,.,.
COc1ccc(C(C(=O)NC2CCCCC2)N(C(=O)c2ccccn2)c2cccnc2)cc1 (stereo not given),2%,2%,-5%,-4.9,-6%,-8%,1,6%
O=C(CSc1ccccc1)N1CCN(c2ccccn2)CC1,12%,?,19%,0.6,0%,-1%,0,1%
COc1cc(CN2CCNC(=O)C2CC(=O)N2CCCN(C(C)=O)CC2)cc(OC)c1 (stereo not given),5%,-12%,8%,-1.3,-4%,2%,-4,-10%
CCn1nnnc1SCC(=O)NCc1cccs1,9%,-6%,10%,-1.8,1%,4%,-2,-3%
CN(C)c1ccc(CNc2ncn[nH]2)cc1,3%,1%,-1%,-1.5,-3%,19%,1,-3%
CCOC(=O)C(NCCc1ccccc1)(NC(C)=O)C(F)(F)F (stereo not given),-3%,-5%,-1%,-1.8,2%,4%,-3,-1%
C=CC[C@@H](CC(=O)N[C@H](CO)Cc1ccccc1)C(=O)NC[C@@H](OC(=O)[C@@H](CC=C)Cc1ccc(F)cc1)c1ccccc1,-5%,-5%,-26%,-0.1,-3%,-4%,1,-3%
Cc1cc(C)nc(N2CCC(C(=O)NC3CCCc4ccccc43)CC2)n1 (stereo not given),-3%,2%,17%,-0.1,-4%,-8%,.,2%
Cc1[nH]n(-c2ccccc2)c(=O)c1C=Nc1ccc(S(=O)(=O)N(C)C)cc1,0%,-4%,-6%,-6.0,3%,-3%,-7,-13%
COc1cccc(N2C(=NC(=O)C3CCCO3)SC3CS(=O)(=O)CC32)c1 (stereo not given),9%,-6%,6%,0.3,0%,-9%,-1,-1%

# Bioassay records as filed in PubChem BioAssay.

# A portion of the library (hit frequency here may not be typical).
